High-throughput results: PubChem BioAssay, Broad Institute
miR122 inh: inhibitors of miR-122 in Huh7 cells; Huh7 miR-122 Renilla luciferase sensor, 48 h; neutral wells = 0, positive control = 100; activation (reporter increase), % at 12.5 µM; 0.3% of 340,000 active; AID 602342;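 active = mean replicate activation score at least 90 and every replicate individually at or above 90; inconclusive = only one of the two criteria met; inactive = neither criterion met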;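 note: higher luciferase means less miR-122 activity so hits act as miR-122 inhibitors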
esBAF inh: SWI/SNF esBAF complex inhibition; mouse ES cells, Bmi1-luciferase knock-in reporter, 24 h; 100% = twice the neutral-well signal; reporter increase, % at 12.5 µM; 2% of 350,000 active; AID 602393; in the data active = activation above about 40%; inconclusive = no clear call, values can overlap the other calls;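 note: 0% = median of the plate's neutral control wells and 100% = double that signal; a rise in the Bmi1 reporter signal indicates esBAF inhibition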
ERp5 inh: blocks human ERp5 reductase activity on insulin; Q15084; ERp5 insulin aggregation, absorbance 650 nm, 90 min; inhibition, % at 9.99 µM; 0.05% of 350,000 active; AID 651711;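 active = mean replicate inhibition above about 25%, with every replicate also reaching it, limit read from the data, passing the limit was not always enough; inconclusive = only one of those two criteria met; inactive = neither criterion met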
Target sequence (Q15084 whole entry, looked up): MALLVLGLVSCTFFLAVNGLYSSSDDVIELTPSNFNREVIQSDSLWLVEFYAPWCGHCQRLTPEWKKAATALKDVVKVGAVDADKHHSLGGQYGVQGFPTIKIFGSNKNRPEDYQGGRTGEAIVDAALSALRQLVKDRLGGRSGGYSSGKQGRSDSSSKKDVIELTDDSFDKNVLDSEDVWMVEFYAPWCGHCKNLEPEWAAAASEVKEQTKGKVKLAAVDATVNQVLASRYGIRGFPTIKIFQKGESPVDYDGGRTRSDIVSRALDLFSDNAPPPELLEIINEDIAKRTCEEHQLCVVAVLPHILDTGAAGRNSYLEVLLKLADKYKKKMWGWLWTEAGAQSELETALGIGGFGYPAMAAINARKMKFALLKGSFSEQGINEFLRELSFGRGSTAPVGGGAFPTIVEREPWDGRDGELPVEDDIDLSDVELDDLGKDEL
SIRT5 block: blocks human SIRT5 desuccinylation of peptide | Purified SirT5, succinyl-peptide AMC, trypsin-coupled fluorescence | AID 652115 | Q9NXA8 | 1.1% of 330,000 active | inhibition, % at 15 µM; in the data active = inhibition above about 15%; inconclusive = no clear call, values can overlap the other calls
Target sequence (Q9NXA8 whole entry, looked up): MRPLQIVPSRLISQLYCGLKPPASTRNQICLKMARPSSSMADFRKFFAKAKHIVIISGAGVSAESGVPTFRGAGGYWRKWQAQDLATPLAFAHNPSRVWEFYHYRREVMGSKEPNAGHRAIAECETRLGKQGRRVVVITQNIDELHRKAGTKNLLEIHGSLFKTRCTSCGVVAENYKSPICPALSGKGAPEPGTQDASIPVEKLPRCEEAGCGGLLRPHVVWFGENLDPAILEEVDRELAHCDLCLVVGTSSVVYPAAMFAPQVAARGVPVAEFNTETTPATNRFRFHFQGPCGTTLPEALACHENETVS
ARNT-TACC3 inh: disruptors of human ARNT/TACC3 interaction. AlphaScreen His-ARNT PAS-B/GST-TACC3 binding, luminescence; TACC3 fragment carries E629A point mutation. 0.66% of 390,000 active. AID 623870. Q9Y6A5. inhibition, % at 9.99 µM;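 active = mean inhibition of replicates at least 50% and at least half of replicates each reaching 50%; inconclusive = half or more replicates reach 50% but mean below 50%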;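 note: 0% = complete ARNT plus TACC3 wells and 100% = ARNT alone without TACC3; many hits fall short of the cut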
Cneo AK release: causes C. neoformans cell lysis; 0.2% of 360,000 active; AID 651654; lysis activity, % at 15 µM; adenylate kinase release luminescence, 4 h; normalised: neutral wells 0, clomiphene wells 100;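 active = mean lysis activity across replicates of at least 80%, whatever share of replicates individually reach that level; inactive = mean lysis activity below 80%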
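Signal: Adenylate kinase release luminescence | Assay system: Log-phase Cryptococcus neoformans yeast cells | Input: Cells at 5 × 10^6 per mL | Buffer or medium: Fresh YPD growth medium | Compound: Single dose | Schedule: Static 4 h at 37 °C with compound, 1 h detection | Controls: Clomiphene | Read-out: Luminescence rise reflecting yeast cell lysis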
Statin myotox sup: suppressors of simvastatin-induced myotoxicity in C2C12 myotubes; ATP luminescence, 48 h; scaled: DMSO 0, geranylgeraniol control 100; rescue of ATP level, % at 7.49 µM; 0.78% of 330,000 active; AID 602340;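 active = mean ATP rescue above about 67%, or every replicate alone reaching that limit, limit read from the data, passing the limit was not always enough; inconclusive = no clear call, values can overlap the other calls; inactive = mean under the limit and some replicate under it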;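 note: myotubes were challenged with 10 µM simvastatin during compound exposure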
Active calls of the source: *; u = inconclusive; x = not tested or not shown; & = joins results of further samples; [ ] = another dose, or the depositor's remark.

Results follow in this order: miR122 inh	esBAF inh	ERp5 inh	SIRT5 block	ARNT-TACC3 inh	Cneo AK release	Statin myotox sup
1: C[C@@H]1CN([C@H](C)CO)S(=O)(=O)c2ccc(C#CCC3CCCC3)cc2O[C@H]1CN(C)C
  -20[16.7 µM]	-4	-4	6	1	4	-36
2: CCC(C)n1ncn(-c2ccc(N3CCN(c4ccc(OC)cc4)CC3)cc2)c1=O (configuration not stated)
  -4	x	6	-4	-7	-4	x
3: CCc1ccc(C2NC(=O)c3ccccc3O2)cc1 (configuration not stated)
  -5	33	-5	-1	0	0	9
4: COc1ccc(C2CC(c3ccccc3)=NN2C(=O)COC(=O)c2cccnc2)cc1 (configuration not stated)
  x	x	1	-4	3	x	x
5: COc1ccc(-c2ccc(CCC(=O)O)n2CC2CCCO2)cc1 (configuration not stated)
  x	x	-2	1	-26	x	x
6: O=C1c2ccccc2NC(c2cccc([N+](=O)[O-])c2)N1O (configuration not stated)
  -6	-12	3	-3	11	-1	-5
7: CO[C@@H]1CN(C)C(=O)c2cc(NC(=O)Nc3ccccc3)ccc2OC[C@H](C)N(C(=O)CC2CC2)C[C@@H]1C
  x	1	4	1	0	-2	-42
8: CCNC(=S)N/N=C/c1c(C)nn(-c2cccc(Cl)c2)c1Cl
  x	x	0	3	-9	x	x
9: CC(=O)Nc1cccc(-n2nnc(SCC(=O)Nc3ccccc3)n2)c1
  -1	1	3	-5	11	-3	0
10: CC(SCc1nc2sc3c(c2c(=O)[nH]1)CCCC3)C(=O)Nc1ccccn1 (configuration not stated)
  x	3	-2	-2	3	0	23
11: O=C(COC(=O)c1ccc(NS(=O)(=O)c2cccs2)cc1O)Nc1nc2ccccc2s1
  x	x	-2	-3	3	x	x
12: CCCC(C(=O)OCC)P(=O)(c1ccccc1)c1ccccc1 (configuration not stated)
  0	-8	4	1	1	0	47
13: Cc1oc(CC(C)C)c(CN)c1C(=O)O
  -5	1	11	-1	-5	0	-6
14: C[C@@H]1CN([C@H](C)CO)C(=O)c2cccc(NS(=O)(=O)c3ccc(F)cc3)c2O[C@@H]1CN(C)CC1CCCCC1
  6[16.7 µM]	-3	-1	-4	-7	1	-2
15: COc1ccc(NC(=O)c2cccc(N3C(=O)C4CCC(C)CC4C3=O)c2)c(OC)c1 (configuration not stated)
  x	-3	0	0	-4	-5	-2
16: CN(c1ccccc1)c1nc(N)c([N+](=O)[O-])c(N2CCOCC2)n1
  x	7	-2	1	3	x	-9
17: O=C(CNC(=O)c1cccc(OC(F)F)c1)Nc1ccc(Cl)cc1
  x	-11	2	-1	-3	x	0
18: O=C(NCC(=O)N(Cc1cccs1)C(C(=O)NC1CCCC1)c1cccnc1)c1ccco1 (configuration not stated)
  -3	1	x	x	-10	-2	9
19: Cc1noc(C)c1S(=O)(=O)Nc1ccc2c(c1)C(=O)N([C@H](C)CO)C[C@@H](C)[C@@H](CN(C)Cc1ccc(C(=O)O)cc1)OCCCC[C@H](C)O2
  -2[16.7 µM]	4	-4	-4	-6	0	x
20: O=C(Nc1ccccc1)Nc1ccccc1
  4	49*	4	-1	29	-18	1
21: CN1[C@@H]2c3ccc(-c4ccccc4)c(=O)n3C[C@H]1[C@H](CO)[C@H]2C(=O)N1CCC(Cc2ccccc2)CC1
  -4[16.7 µM]	-1	-5	12	-3	36	8
22: Cc1ccc(-n2c(SCC(=O)NCc3ccco3)nnc2-c2cccnc2)c(C)c1
  -17	3	x	x	5	-2	-2
23: COc1ccc([C@H]2CC(=O)C=C(c3cccc(NC(C)=O)c3)C2)cc1
  20	3	1	x	2	0	-8
24: CC(=O)Nc1ccc2c(c1)C(=O)N(C)[C@@H]1CC[C@@H](CC(=O)NCc3ccccc3)O[C@@H]1CO2
  3[16.7 µM]	-3	8	-5	-15	-2	-14
25: C[C@H]1CCCCO[C@H](CN(C)S(=O)(=O)c2ccccc2)[C@@H](C)CN([C@@H](C)CO)C(=O)c2cc(NC(=O)Nc3ccc(F)cc3)ccc2O1
  2[16.7 µM]	3	-11	0	5	0	x
26: CN1CCN(S(=O)(=O)c2ccc(N(C)Cc3c(F)cccc3Cl)nc2)CC1
  -3	5	-6	-3	-3	-2	-19
27: CC(C)[C@H](NC(=O)c1ccccc1Cl)C(=O)NC1CCCCCC1
  0	10	0	0	-1	0	4
28: COC(=O)CN1C(=O)[C@H]2[C@@H](C3CC3)N3C(=O)CN(Cc4ccccn4)C(=O)[C@@]3(Cc3ccccc3)[C@H]2C1=O
  0	-9	11	7	31	4	-12
29: CC(C)N1C(=O)C2C(c3ccccc3O)NC(C)(C(=O)O)C2C1=O (configuration not stated)
  2	-3	-1	x	-11	-2	7
30: CSc1ccccc1C(=O)N1CCN(c2cccc(Cl)c2)CC1
  x	x	3	1	-4	x	x
31: C=CCNc1oc(Cc2cccc3ccccc23)nc1C#N
  -3	13	-1	3	15	1	x
32: CCOC(=O)c1c(C)[nH]c(C(=O)CN2C(=O)NC(C)(C)C2=O)c1C
  11	-1	4	0	1	-2	-1
33: O=C(N/C(=C\c1ccc(Br)cc1)C(=O)N1CCOCC1)c1ccc([N+](=O)[O-])cc1
  x	3	2	0	-3	-2	13
34: CCN1CCc2c(OCc3ccccc3)cccc2C1=O
  x	x	3	0	-4	x	x
35: O=C(CN1C(=O)NC2(CCCC2)C1=O)NCc1ccc(F)cc1
  -17	-1	2	-6	x	x	-3
36: Cn1cnc(S(=O)(=O)N2C[C@H](O)COC[C@H]3O[C@H](CC(=O)NCc4cc(F)cc(F)c4)CC[C@@H]32)c1
  -3[16.7 µM]	-3	-1	-2	-1	1	5
37: O=C(COC(=O)c1ccc(O)cc1O)Nc1ccc(Cl)cn1
  2	0	6	5	-15	-1	-4
38: COc1cc2cc(CCOC(=O)CCCC(=O)O)oc(=O)c2cc1OC
  -4	-1	4	x	-2	1	0
39: O=C(Nc1ccc([N+](=O)[O-])cc1)Nc1ccc2c(c1)OCCO2
  x	x	-1	-5	-3	x	x
40: CCCC(=O)Nc1ccc2c(c1)C(=O)N(C)[C@H]1CC[C@H](CC(=O)NCc3cccc(F)c3)O[C@H]1CO2
  53[16.7 µM]	-1	-6	-1	-3	0	12

41	Cc1ccc(S(=O)(=O)NCC[C@@H]2CC[C@H](NC(=O)Nc3ccccc3F)[C@@H](CO)O2)cc1
42	Cc1ccc(S(=O)(=O)Nc2cccc3c2O[C@H](CN(C)Cc2ccccc2)[C@@H](C)CN([C@H](C)CO)C3=O)cc1
43	Cc1cnn(C(=O)c2cc(-c3ccccc3)nc3ccccc23)c1
44	Cc1ccsc1/C=N/NC(=O)CNC(=O)c1cccc([N+](=O)[O-])c1C
45	COc1ccc([C@H]2C[C@H](n3cc(-c4ccc(F)cc4)nn3)[C@@H](O)CN2CC2CCCCC2)cc1
46	Cc1ccc(NS(=O)(=O)c2ccccc2)c2c1CC(C)(C)O2
47	Cc1cnc(=O)[nH]c1SCC(=O)Nc1nccs1
48	COc1ccc(N2C(=O)CC(NCCNc3ccc([N+](=O)[O-])cn3)C2=O)cc1 (configuration not stated)
Compound,41,42,43,44,45,46,47,48
miR122 inh,x,39[16.7 µM],-12,x,31,7,5,-1
esBAF inh,-2,0&-2,1,x,-8,9,5,-8
ERp5 inh,-2,5&-3,x,1,3,x,11,x
SIRT5 block,-2,-5,x,-4,3,x,2,x
ARNT-TACC3 inh,-4,3&-2,-14,-7,x,-1,-3,x
Cneo AK release,0,13&1,2,1,-1,-5,0,1
Statin myotox sup,6,-5&-4,5,x,-1,34,-6,6

49	CCCN1[C@@H]2c3ccc(-c4ccc(F)cc4)c(=O)n3C[C@@H]2[C@@H](CO)[C@@H]1C(=O)OC
50	Cn1nc(C(=O)NCCOc2ccccc2)c2ccccc2c1=O
51	O=c1/c(=C\c2ccc3c(c2)OCO3)sc2n1CCCN=2
52	CCOC(=O)CSc1nnc(SCCN2C(=O)c3ccccc3C2=O)s1
53	Cc1ccc(S(=O)(=O)C2(C(=O)NC3CCCCC3)CC2)cc1
54	CCC(Sc1nc2ccccc2c(=O)n1CCN1CCOCC1)C(=O)NCc1cccnc1 (configuration not stated)
55	CC1CCCC(C)N1C(=O)CNCc1ccc2c(c1)OCO2 (configuration not stated)
56	Cc1ccccc1NC(=O)Cn1nnc2ccccc21
Compound,49,50,51,52,53,54,55,56
miR122 inh,0[16.7 µM],x,-1,-1,9,0,-3,x
esBAF inh,-1,x,u,4,-2,10,-1,x
ERp5 inh,-7,3,x,x,-2,x,3,2
SIRT5 block,-4,1,x,x,-7,x,-18,-5
ARNT-TACC3 inh,-1,-8,2,6,0,-6,-3,13
Cneo AK release,0,x,-2,1,0,1,1,x
Statin myotox sup,-2,x,3,-2,3,x,12,x

57	Cn1c(C(=O)NCc2ccccc2)cc2oc3ccccc3c21
58	COc1ccc(C(=O)OCC(=O)Nc2c(C)cccc2C)c(OC)c1OC
59	C[C@H]1CN([C@@H](C)CO)C(=O)c2cc(-c3cccnc3)cnc2O[C@@H]1CN(C)C(=O)Nc1ccc2c(c1)OCO2
60	COC(=O)Cn1c(C)nc(=O)c(-c2ccccc2)c1C
61	CCOP(=O)(OCC)C(NC(=O)Nc1c(C)cc(C)cc1C)c1ccccc1 (configuration not stated)
Compound,57,58,59,60,61
miR122 inh,7,1,3[16.7 µM],-2,1
esBAF inh,59*,-9,-1,-5,-13
ERp5 inh,x,-4,-1,x,2
SIRT5 block,x,-5,0,x,-2
ARNT-TACC3 inh,-3,x,19,-5,-5
Cneo AK release,-1,8,-1,-1,2
Statin myotox sup,12,5,-7,x,-5
